p47phox inh – p47phox (human) inhibition | p47phox/p22phox peptide binding, fluorescence polarization, 2 h | actives 0.53% (n = 220,000) | P14598 | inhibition, % at 24.7 µM;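 also: 0% = p47phox with labelled peptide and 100% = labelled peptide alone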
Furin inh – inhibitors of human furin; inhibition, % at 30 µM; P09958; actives 0.061% (n = 220,000); purified furin, fluorogenic substrate cleavage; in the data active = inhibition above about 25%; also: inactives centre near -15
Target sequence (P09958 108-714 limits assumed): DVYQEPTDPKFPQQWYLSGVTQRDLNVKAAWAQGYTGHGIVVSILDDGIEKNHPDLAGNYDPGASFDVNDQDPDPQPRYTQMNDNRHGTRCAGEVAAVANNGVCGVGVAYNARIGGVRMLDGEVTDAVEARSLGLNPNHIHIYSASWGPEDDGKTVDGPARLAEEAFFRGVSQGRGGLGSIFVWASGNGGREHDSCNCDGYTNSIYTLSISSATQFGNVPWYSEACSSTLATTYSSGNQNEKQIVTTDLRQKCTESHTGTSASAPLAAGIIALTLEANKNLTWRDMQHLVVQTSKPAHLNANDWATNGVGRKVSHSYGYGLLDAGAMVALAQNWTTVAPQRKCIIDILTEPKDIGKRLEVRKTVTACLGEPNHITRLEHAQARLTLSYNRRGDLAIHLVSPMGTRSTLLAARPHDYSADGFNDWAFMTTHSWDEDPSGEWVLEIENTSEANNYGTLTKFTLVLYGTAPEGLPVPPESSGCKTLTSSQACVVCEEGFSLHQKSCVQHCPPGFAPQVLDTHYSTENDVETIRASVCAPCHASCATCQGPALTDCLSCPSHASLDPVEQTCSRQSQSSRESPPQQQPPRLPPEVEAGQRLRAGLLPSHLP
EBV gp42 inh – EBV gp42 inhibition; Fluorescence polarization binding assay, mP read-out; inhibition, % (tested at 21.74 µM); actives 0.42% (n = 220,000); in the data active = inhibition above about 50%
Target sequence (Q1HVG2 whole entry, looked up): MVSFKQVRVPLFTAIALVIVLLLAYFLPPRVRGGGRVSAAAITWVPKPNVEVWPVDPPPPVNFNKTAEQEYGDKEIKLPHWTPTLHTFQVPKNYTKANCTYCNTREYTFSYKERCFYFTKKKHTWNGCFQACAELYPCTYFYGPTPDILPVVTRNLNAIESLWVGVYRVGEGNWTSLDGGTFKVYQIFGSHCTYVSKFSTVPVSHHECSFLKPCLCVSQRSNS
Cl transport mod – modulators of human KCC2 chloride dependent transport | Q9H2X9 | KCC2 cells, thallium flux FluoZin-2 fluorescence | B-score of Tl+ flux slope (higher = more flux/activation; lower = inhibition) at 10 µM | actives 2.2% (n = 190,000) | AID 1456;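 active = thallium flux slope and its plate-corrected score both differing from the plate sample mean at a set confidence after two filtering rounds, in either direction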;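 also: slope of fluorescence scaled to starting intensity during 10 to 20 s after thallium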
thrombin 1536 – thrombin (human) inhibition. P00734. alpha-thrombin, Boc-VPR-AMC fluorogenic substrate cleavage. inhibition, % at 5 µM. actives 0.26% (n = 220,000);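 active = inhibition at or above 40%; inactive = inhibition below 40%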;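 also: 0% = enzyme with no compound and 100% = wells without enzyme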
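Material: human alpha-thrombin protein; Also added: Boc-VPR-AMC substrate, 15 µM final; Timing: enzyme reaction carried out at room temperature; Signal: fluorescence, ex 355 nm, em 460 nm; Measure: % inhibition of thrombin; Controls: enzyme without compound as high, wells lacking enzyme as low.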
Rad51 HR inh – Rad51 (human) homologous recombination inhibition; Q06609; hRad51 DNA strand exchange, fluorescence dequenching; inhibition, % at 10 µM; actives 0.085% (n = 200,000);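 active = inhibition above 40% at the single screening dose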;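 also: 0% = DMSO control wells and 100% = blanks with heterologous ssDNA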
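Read-out basis: percent inhibition relative to plate controls and blanks / Assay system: human Rad51 nucleoprotein filaments preassembled on unlabelled ssDNA / Timing: filaments 15 min 37 °C, then compound 30 min / Control set: per-plate controls and blanks / Technique: fluorescence dequenching at 485/520 nm / Compound: 10 µM final, single point / Also added: Fluorescein- and BHQ1-tagged 47-mer duplex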
hK5 inh – kallikrein 5 (human) inhibition; Q9Y337; recombinant hK5, fluorogenic AMC substrate cleavage; inhibition, % at 5 µM; actives 0.59% (n = 210,000); AID 873;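 active = inhibition of 40% or more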;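 also: 0% = enzyme controls without compound and 100% = no-enzyme blanks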
14-3-3 Bad inh – disrupts binding of bovine 14-3-3 zeta to phospho-Bad peptide; TR-FRET 14-3-3zeta/Dy647-pBad peptide displacement, 1 h; inhibition, % at 21.7 µM; actives 0.71% (n = 220,000); AID 781;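 active = inhibition above about 70%, limit read from the data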;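 also: 0% = full 14-3-3 plus peptide FRET controls and 100% = background without 14-3-3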
Target sequence (P63103 whole entry, looked up): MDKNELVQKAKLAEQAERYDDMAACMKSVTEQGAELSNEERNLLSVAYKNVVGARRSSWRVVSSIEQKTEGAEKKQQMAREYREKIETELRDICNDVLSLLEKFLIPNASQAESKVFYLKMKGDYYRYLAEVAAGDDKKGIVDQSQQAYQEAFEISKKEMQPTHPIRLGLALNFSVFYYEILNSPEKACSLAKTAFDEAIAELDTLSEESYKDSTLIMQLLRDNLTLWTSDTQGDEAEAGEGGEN
eIF4E-4G inh – inhibitors of eIF4E and eIF4G interaction in translation initiation; actives 0.37% (n = 220,000); TR-FRET eIF4E-eIF4GI(517-606) binding, 2 h; AID 782; P63073+Q04637; inhibition, % at 21.7 µM;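 also: 0% = full FRET control wells and 100% = background wells lacking eIF4GI fragment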
* hit, by the source's call; x = no result given; [ ] = remark or other dose.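 The calls were made as follows, unless noted: active = inhibition above about 30% (limit read from the data); inactive = the rest.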

SMILES	p47phox inh	Furin inh	EBV gp42 inh	Cl transport mod	thrombin 1536	Rad51 HR inh	hK5 inh	14-3-3 Bad inh	eIF4E-4G inh
COc1ccc(-c2nn(C)c(=O)c3ccccc23)cc1NC(=O)COc1ccccc1	-13.0	-18.1	-8.3	-2.65	3.1	-1.3	-5.7	-6.8	-9.9
c1nnc2c3c4c(sc3ncn12)CCC4	-2.9	-12.5	-21.1	-0.0315	1.0	-1.9	-9.8	-3.7	0.8
CCOC(=O)c1[nH]cnc1C(=O)Nc1ccc(C)cc1	0.5	-12.8	1.6	0.452	-10.1	x	-9.2	-10.7	-6.9
CCOc1cccc(N(C(=O)C2COc3ccccc3O2)C(C(=O)NC2CCCCC2)c2ccc(O)cc2)c1 (stereo unspecified)	-5.0	-10.9	-21.0	0.657	2.0	9.2	-14.6	-12.7[fluorescence artefact?]	-2.7[fluorescence artefact?]
CCn1c(=O)cc(OCC(=O)N(C)c2ccccc2F)c2ccccc21	12.6	-13.4	-21.8	-1	1.4	-0.3	17.4	6.4	0.9
COC(=O)c1ccc(Cc2ccc(C(=O)OC)o2)o1	-11.2	-22.9	-10.6	x	3.0	8.0	-1.2	2.2	-1.7
Cc1ccc2c(c1)c1ncnc(N3CCc4ccccc4C3)c1n2C	-17.2	-20.5	-1.0	-2.14	-6.2	-0.6	-2.9	-5.1[fluorescence artefact?]	-8.4
O=C(CN1C(=O)C2C3C=CC(C3)C2C1=O)Nc1nc2ccccc2[nH]1 (stereo unspecified)	-11.9	-11.7[20 µM]	6.4	x	-3.0	6.1	-5.4	-4.2	-8.4
O=C(CCCc1c[nH]c2ccccc12)Nc1ccc2ccccc2c1	-22.3	-17.3	2.6	-0.287	-3.0	1.3	-10.3	-8.8	-4.5
CCCCCCCC1CC(=O)C=C(C)C1C(=O)OCC (stereo unspecified)	-7.4	-14.1	-9.6	-0.637	-2.7	15.1	-3.8	-3.3	1.0
CCCn1c(N)c(C(=O)CSc2nnc(-c3cccnc3)n2-c2ccc(C)cc2C)c(=O)[nH]c1=O	-21.1	-16.9	-15.7	-0.934	8.8	-4.9	-4.0	-2.4[fluorescence artefact?]	5.9
CC1=Nn2c(nc(-c3ccccc3)c2-c2ccccc2)N(CC(N)=O)C(=O)C1	-63.7	-14.4	-23.3	-1.43	-2.5	4.3	-9.2	10.1[fluorescence artefact?]	-0.4
CCOC(=O)c1sc(N)c(C#N)c1CSc1nc2ccc(C)cc2[nH]1	-15.1	-2.3[20 µM]	-13.1	0.286	4.5	0.2	40.0*	6.7	-6.8
CCOC(=O)Cc1nn(Cc2ccc(Cl)cc2)c(=O)c2ccccc12	0.0	-24.0	5.0	-0.108	-8.1	2.9	-2.6	-3.0	1.6
COc1ccc(CC(NC(C)=O)C(=O)NC2CCN(c3nc(C)cc(C)c3C#N)CC2)cc1 (stereo unspecified)	4.8	-7.3	-6.2	0.276	10.3	-11.3	3.8	10.3	4.9
CC(C)c1ccc(/C=C/C(=O)n2nnc3ccccc32)cc1	-20.8	-12.0[20 µM]	85.1*	-1.13	-1.7	x	-0.6	15.5	-3.7
Cc1cc(C)c2cc(C)c3nnc(SCC(=O)NCc4ccc5c(c4)OCO5)n3c2c1	-6.1	-10.3	-11.8	x	-3.7	-5.5	-8.8	7.2	-16.8
Cc1cc(C(=O)NNC(=S)NCc2ccco2)n(C)n1	7.1	-17.7[20 µM]	-15.8	-0.195	-2.1	-5.4	-6.5	3.5	4.7
O=c1c(-c2ccccc2)n[nH]c2ccccc12	-16.5	-5.7	2.3	-0.00764	-3.2	1.4	-5.7	-8.1	3.4[fluorescence artefact?]
CCn1c(Cc2ccccc2)nnc1SCc1nc2ccccc2c(=O)[nH]1	-20.0	-16.9[20 µM]	-26.9	x	0.8	-280.2	-15.4	-0.3	-11.0
CCOC(=O)C1CCN(C(=O)c2cc(C)n(C(C)(C)C)n2)CC1	-1.1	-17.0	-22.6	1	-5.0	-8.9	0.3	0.4	-2.6
CCOC(=O)c1c(C)c(C(=O)Nc2ccc3c(c2)OCCO3)c(C)n1C	-21.3	-5.8	-7.4	-0.111	3.7	-1.3	-7.2	1.9	-3.2
COc1cc(/C=N/NC(=O)c2sc(N)c(C#N)c2C)ccc1O	-12.3	-16.4[20 µM]	0.3	1.03	2.5	-2.9	4.9	7.2	0.9
Nc1nc(-c2ccccc2)cc(-c2ccccc2O)n1	-14.7	-12.4	7.2	x	-0.7	-1.8	-5.5	0.2	-5.2
COc1ccc(CC2(C)OC(c3ccc([N+](=O)[O-])cc3)=NN2C(C)=O)cc1 (stereo unspecified)	-3.4	-4.0	-7.7	-1.87	-6.6	-5.4	-1.4	1.3	0.7
COc1ccc(C)cc1NC(=O)NCc1ccccn1	-6.9	-34.7	-3.6	0.0952	4.4	11.2	0.2	-25.6	0.5
O=C(CCc1nnc(Cc2c[nH]c3ccccc23)o1)NCC1CC12CCCCC2 (stereo unspecified)	-7.0	-19.6	-2.1	-1.58	-13.0	-4.2	-4.8	-2.8	-0.8
CC1OC2(C)OC(=N)C1(C#N)C(C#N)(C#N)C2c1ccccc1 (stereo unspecified)	-6.6	-6.5	-4.1	-0.979	13.9	-24.3	-13.7	18.1	1.4[fluorescence artefact?]
COc1cc(C)nc(NC(=O)COc2ccc(Cl)cc2C)n1	-8.3	11.0[20 µM]	-14.2	0.676	-2.6	-8.4	-0.1	5.5	5.9
Nc1c(-c2ccccc2Cl)cnn1-c1cccc([N+](=O)[O-])c1	-1.9	-12.6	-12.8	-2.09	-4.8	2.2	2.1	-6.3	1.2
CSc1ccccc1C(=O)OCC(=O)NC1CCS(=O)(=O)C1 (stereo unspecified)	-3.3	-22.3	-5.3	-0.102	-0.6	4.2	1.8	-0.1	-1.9
CCOC(=O)c1nc(Nc2ccc(C)cc2)c2ccccc2n1	-16.0	-4.0[20 µM]	2.5	0.564	-8.4	5.9	7.6	-1.3[fluorescence artefact?]	1.2
COc1ccc2c3c([nH]c2c1)C1CC2C(CC(O)C(OC)C2CO)CN1CC3 (stereo unspecified)	-2.8	-15.8	-3.0	-0.291	2.7	-13.1	2.1	-1.8	-2.6
CC(C)=CC(=O)OCC(=O)NC(=O)NC(C)(C)C	2.0	-12.6[20 µM]	-16.2	x	-8.0	-7.6	-19.6	15.2	4.6
CCN(C(=O)CSc1nnc(-c2ccc(F)cc2)c2ccccc12)C1CCS(=O)(=O)C1 (stereo unspecified)	-3.7	-9.0	-13.6	-0.274	0.4	17.9	3.4	-3.1	-4.5
COc1ccccc1C1SCCN1S(C)(=O)=O (stereo unspecified)	-10.6	-6.7	-4.3	0.00565	-4.2	3.3	1.3	6.3	6.1
O=C(Nc1ccccc1O)/C(=C\c1ccccc1)NC(=O)c1ccccc1	-2.9	-10.0	3.0	0.0353	x	9.9	4.7	-6.6	-3.0
COCCC(=O)Nc1ccc2c(c1)CN(C(=O)CCOC)CC2	-8.3	-21.7	0.3	-0.931	-6.9	2.0	3.1	-6.1	-0.1
CCOC(=O)c1ccc(NC(=O)CCNC(=O)c2ccc([N+](=O)[O-])cc2)cc1	-17.6	-18.2	-14.5	-0.054	1.3	4.1	2.9	-6.4[fluorescence artefact?]	4.5
CCOC(=O)c1sc(N)c(C(=O)OCC)c1C	-17.2	-17.0	-9.4	-0.711	-12.9	x	-3.8	-7.0	-2.7

Given with values under each structure: 11 of the compounds above
The line under a structure holds: p47phox inh | Furin inh | EBV gp42 inh | Cl transport mod | thrombin 1536 | Rad51 HR inh | hK5 inh | 14-3-3 Bad inh | eIF4E-4G inh
> Nc1c(-c2ccccc2Cl)cnn1-c1cccc([N+](=O)[O-])c1
  -1.9 | -12.6 | -12.8 | -2.09 | -4.8 | 2.2 | 2.1 | -6.3 | 1.2
> CSc1ccccc1C(=O)OCC(=O)NC1CCS(=O)(=O)C1 (stereo unspecified)
  -3.3 | -22.3 | -5.3 | -0.102 | -0.6 | 4.2 | 1.8 | -0.1 | -1.9
> CCOC(=O)c1nc(Nc2ccc(C)cc2)c2ccccc2n1
  -16.0 | -4.0[20 µM] | 2.5 | 0.564 | -8.4 | 5.9 | 7.6 | -1.3[fluorescence artefact?] | 1.2
> COc1ccc2c3c([nH]c2c1)C1CC2C(CC(O)C(OC)C2CO)CN1CC3 (stereo unspecified)
  -2.8 | -15.8 | -3.0 | -0.291 | 2.7 | -13.1 | 2.1 | -1.8 | -2.6
> CC(C)=CC(=O)OCC(=O)NC(=O)NC(C)(C)C
  2.0 | -12.6[20 µM] | -16.2 | x | -8.0 | -7.6 | -19.6 | 15.2 | 4.6
> CCN(C(=O)CSc1nnc(-c2ccc(F)cc2)c2ccccc12)C1CCS(=O)(=O)C1 (stereo unspecified)
  -3.7 | -9.0 | -13.6 | -0.274 | 0.4 | 17.9 | 3.4 | -3.1 | -4.5
> COc1ccccc1C1SCCN1S(C)(=O)=O (stereo unspecified)
  -10.6 | -6.7 | -4.3 | 0.00565 | -4.2 | 3.3 | 1.3 | 6.3 | 6.1
> O=C(Nc1ccccc1O)/C(=C\c1ccccc1)NC(=O)c1ccccc1
  -2.9 | -10.0 | 3.0 | 0.0353 | x | 9.9 | 4.7 | -6.6 | -3.0
> COCCC(=O)Nc1ccc2c(c1)CN(C(=O)CCOC)CC2
  -8.3 | -21.7 | 0.3 | -0.931 | -6.9 | 2.0 | 3.1 | -6.1 | -0.1
> CCOC(=O)c1ccc(NC(=O)CCNC(=O)c2ccc([N+](=O)[O-])cc2)cc1
  -17.6 | -18.2 | -14.5 | -0.054 | 1.3 | 4.1 | 2.9 | -6.4[fluorescence artefact?] | 4.5
> CCOC(=O)c1sc(N)c(C(=O)OCC)c1C
  -17.2 | -17.0 | -9.4 | -0.711 | -12.9 | x | -3.8 | -7.0 | -2.7

Next entries:
SMILES	p47phox inh	Furin inh	EBV gp42 inh	Cl transport mod	thrombin 1536	Rad51 HR inh	hK5 inh	14-3-3 Bad inh	eIF4E-4G inh
CCCCNc1cc(C)nc(NCc2ccccc2)n1	-19.1	-29.5	-17.4	0.0643	3.5	8.6	-4.0	-8.2	0.5
COc1cc2ccc(=O)oc2c(CC=C(C)C)c1OC	8.0	-19.8	-15.7	-1.02	5.7	-10.8	2.5	1.4	-23.7
COc1ccc(C(=O)/C=C2\NCC3c4ccccc4CCN3C2=O)cc1 (stereo unspecified)	-23.2	-21.0[20 µM]	-79.5	-1.15	1.2	-4.0	-15.8	-4.4	-10.3
CC(C)CC(=O)Nc1ccc(C(=O)NNC(=S)NC(=O)C2CCCCC2)cc1	-9.3	-19.3[20 µM]	-14.8	x	4.0	4.6	-246.8	-1.4	2.5
Cc1ccc(CN2CCNC(=O)C2CC(=O)NC2CCCCCC2)o1 (stereo unspecified)	-2.4	-5.9	1.4	-0.154	-5.1	x	x	-11.3	-2.0
O=C(Nc1nc(-c2ccccc2)cs1)NC1CCCCC1	-4.0	-18.7[20 µM]	11.8	-0.929	-4.8	-0.5	-2.9	4.2	-4.5
O=C(CCC1CCCN(C(=O)COc2ccccc2)C1)N1CCN(c2ccccn2)CC1 (stereo unspecified)	0.3	3.8	-1.0	-1.97	1.9	-26.4	-1.6	-0.7	2.2
Cc1ccn2c(c1)nc(=S)n2C(=O)c1ccco1	-6.7	0.6	-8.2	1.07	4.6	x	-3.3	46.2[fluorescence artefact?]	3.8
Cc1cc(C)n2nc(C(=O)OCC(=O)N3CCC3)nc2n1	0.3	-25.1	-8.9	0.831	-8.3	2.7	-2.5	-16.7	-1.4
CCOc1ccc2ccccc2c1C(=O)N1CCOCC1	-6.9	-2.4[20 µM]	-4.4	1.47	-1.0	-0.8	-13.5	1.0[fluorescence artefact?]	-7.2[fluorescence artefact?]
CN(C)c1ccc(NC(=S)NCC2CCCO2)cc1 (stereo unspecified)	2.1	9.8	5.5	-0.606	-3.6	6.0	-5.8	-7.9	-4.9
COc1ccc(CCNC(=O)CSc2nncs2)cc1	0.5	-14.9	-26.1	0.637	0.5	-2.4	-19.5	-25.0[fluorescence artefact?]	-3.2
